Assay outcomes (PubChem BioAssay)
DDE Tn6 FP inh: DD(E)-Tn6 binding inhibition, primary FP screen. P02675. Fibrin DD(E) TRITC-Tn6 fluorescence polarization displacement. inhibition, % at 8.3 µM. 370,000 tested, 0.21% active. AID 720509;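 active = inhibition above a per-campaign cutoff: mean of compounds within control limits plus 3 SD, cut at about 15% in these data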;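 also: 0% = median of all compound wells on the plate and 100% = blocking peptide control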
Tn7 DDE FP: inhibitors of Tn7 peptide binding to human fibrin DD(E). P02675. FP displacement of FITC-Tn7 peptide from fibrin DD(E); 0% = median of compound wells per plate. inhibition, % at 8.3 µM. 370,000 tested, 0.13% active. AID 720508;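 active = inhibition above the mean of compounds falling within the control limits plus 3 SD of them, cut at about 14% in these data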;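 also: 0% = plate median of compound wells and 100% = 10 µM Aha-Tn7 peptide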
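Measure: % inhibition scaled between sample-field median and high-control FP; Test system: human fibrin DD(E); Quantity: 2 µM final DD(E) protein; Doses: one dose, 8.3 µM nominal; Schedule: compound with protein 10 min, then 3 h after probe, room temperature; Detection: fluorescence polarization; Medium: Tris buffer with calcium and detergent, pH 7.8.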
PLCg1 inh: blocks human PLC-gamma1 enzyme activity; P19174; inhibition, % at 12.2 µM; purified PLC-gamma1, fluorogenic substrate, fluorescence; 370,000 tested, 0.84% active; AID 720700; in the data active = inhibition above about 9.5%
ASAP1 GAP inh: ASAP1 ArfGAP inhibition. 360,000 tested, 0.19% active. Q9ULH1. inhibition, % at 16.5 µM. ASAP1-stimulated ARF1 GTP hydrolysis, GDP FP detection; in the data active = inhibition above about 25%;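 also: 0% = vehicle with enzyme and substrate and 100% = no enzyme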
KLK7 zymogen act: activators of human kallikrein-7 zymogen; P49862; purified proKLK7, EDANS-DABCYL substrate fluorescence; 100% is mature enzyme control, 0% vehicle; activation, % at 7 µM; 370,000 tested, 0.9% active; AID 652039;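 active = activation above the mean of all tested compounds plus 3 SD, computed per campaign excluding outliers beyond control limits, cut at about 13% in these data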
UHRF1 binding: blocks human UHRF1 binding to methylated DNA; Q96T88; UHRF1 binding to methylated oligo, TR-FRET; inhibition, % at 4.4 µM; 370,000 tested, 0.75% active; AID 687016; in the data active = inhibition above about 21%;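 also: UHRF1 SRA domain binding a hemimethylated CpG hairpin DNA probe; 0% = median of test compound wells and 100% = reference inhibitor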
MBD2 DNA inh: blocks human MBD2 binding to methylated DNA; Q9UBB5; TR-FRET, MBD2 binding to methylated oligonucleotide; inhibition, % at 4.4 µM; 370,000 tested, 0.31% active; AID 686964; in the data active = inhibition above about 13%
ADAM17 inh: ADAM17 inhibition, QFRET primary screen. P78536. recombinant ADAM17, EDANS/DABCYL FRET peptide cleavage. inhibition, % at 6.95 µM. 370,000 tested, 0.83% active. AID 720648;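 active = inhibition above the mean of compounds lying between control limits plus 3 SD, set per campaign, cut at about 8.5% in these data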;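 also: 0% = DMSO-only wells as the low control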
ARFGAP1 inh: inhibits rat ARF GTPase activating protein 1; Arfgap1-stimulated ARF1 GTP hydrolysis, GDP FP detection; inhibition, % at 16.5 µM; 360,000 tested, 0.26% active; Q62848; AID 651572;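 active = inhibition above a per-plate limit, mean inhibition of low control wells plus 3 SD, cut at about 25% in these data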;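 also: 0% = DMSO wells with enzyme and 100% = wells lacking Arfgap1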
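Material: truncated rat Arfgap1 GAP domain; Incubation: compound-enzyme preincubation 20 min, reaction 120 min, detection 60 min, 25 °C; Read-out: percent inhibition of Arfgap1-stimulated GTP hydrolysis; Technique: FP, GDP Alexa 633 tracer displaced from anti-GDP antibody, 620/688 nm; Controls: No-Arfgap1 wells (100%) versus DMSO full-reaction wells (0%); Replication: single well per compound.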
PLCb3 inh: PLC-beta3 (human) inhibition, primary screen | Q01970 | Purified PLC-beta3, fluorogenic substrate, fluorescence | inhibition, % at 12.2 µM | 370,000 tested, 0.18% active; in the data active = inhibition above about 11%;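 also: 0% = median of compound wells on plate and 100% = full blocker control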
Numbers without * were called inactive; i = inactive; x = no result given.

SMILES	DDE Tn6 FP inh	Tn7 DDE FP	PLCg1 inh	ASAP1 GAP inh	KLK7 zymogen act	UHRF1 binding	MBD2 DNA inh	ADAM17 inh	ARFGAP1 inh	PLCb3 inh
CCCOc1ccc(C(C)=O)cc1CC(C(=O)OCC)C(=O)OCC	3	3	-1	-14	-0.1	-1	-1	-4	-26	-1
CC(C)CN(C(=O)COC(=O)CNC(=O)c1ccccc1)c1c(N)n(Cc2ccccc2)c(=O)[nH]c1=O	-3	-2	-3	-8	-0.3	3	4	-3	1	0
COC(=O)[C@]12C[C@H](CC(=O)NCCc3ccccc3OC)C(=O)N(CCC3=CCCCC3)C1=C[C@H](C1CCCC1)O[C@@H]2C	0	-1	-1	x	0.5	2	-2	-3	x	-1
CCOC(=O)c1cnc(-c2ccccc2)nc1-c1ccccc1	3	4	6	9	-0.6	4	2	-1	12	2
CSc1cccc(NS(=O)(=O)c2cn(C)cn2)c1	-3	3	0	-2	-0.1	0	-1	1	12	-8
CC(=O)N(C)c1ccc(NC(=O)C(F)(F)F)cc1	4	3	-4	-17	1.2	5	5	-4	11	-5
CN(C)C(=O)c1cccc(-c2cccc(-c3nc(C(=O)NCc4ccccc4)cc4c3[C@@H](CCO)N(S(=O)C(C)(C)C)C4)c2)c1 (stereo partly specified)	1	-3	-2	-5	0.7	-2	-3	3	2	-1
COc1ccc(Cc2c(O)nc(SCC(=O)c3ccc(OC)cc3)[nH]c2=O)cc1	0	-5	-5	11	1.4	0	6	-3	-9	-4
COc1ccc(N2CCN(S(=O)(=O)c3ccc(-c4cc(C)no4)s3)CC2)cc1	1	9	-2	6	-0.2	-1	1	-6	-7	-4
COCCN=C1Sc2nc3ccc(C)cc3cc2CN1Cc1cccs1	-9	-4	-55	1	-1.7	-1	-5	-9	1	-61
CCOC(=O)C1CCCN(S(=O)(=O)c2ccc3c4c(cccc24)C(=O)N3CC)C1 (stereo unspecified)	1	5	i	-7	-17	-2	-1	-254	3	i
CC(=O)N1C(=O)/C(=C2\SC(=S)N(NS(=O)(=O)c3ccc(C)cc3)C2=O)c2ccccc21	3	1	-1	1	-0.6	17	2	-3	1	-3
CSc1nc2cc3c(cc2n1C(=O)c1ccc(C)cc1)OCCO3	10	4	3	-7	-0.2	-2	2	-4	1	1
COc1ccc(OCC(=O)N(Cc2ccc(C)o2)C2CCS(=O)(=O)C2)cc1 (stereo unspecified)	5	-5	0	-16	0.2	15	-3	-2	5	-6
O=C(NCCN1CCOCC1)C1CCN(S(=O)(=O)N2CCCC2)CC1	-4	-5	3	0	-0.2	-1	2	-1	-9	5
CN(CC(=O)Nc1cccc(F)c1)C(=O)C1CC(=O)N(Cc2ccco2)C1 (stereo unspecified)	0	0	1	4	-0.4	-3	-5	1	-7	1
CC1NC(=O)c2cccnc2-n2c1nc1cc(F)c(F)cc1c2=O (stereo unspecified)	-5	2	0	9	0.7	0	-2	-3	1	2
COc1ccc(-c2cn3cc(C)ccc3n2)cc1OC	-6	3	-239	2	13*	-1	7	-302	0	-293
O=C(COC(=O)CNC(=O)c1cccc([N+](=O)[O-])c1)Nc1nc2ccccc2s1	-3	1	9	8	-0.1	4	-2	4	0	4
Fc1ccc(C2=CC(c3ccco3)n3nnnc3N2)cc1 (stereo unspecified)	3	-4	-40	5	5.4	1	-4	-34	8	-48
COc1ccc(C)cc1NC(=O)CCN1CCN(C/C=C/c2ccccc2)CC1	7	-2	2	-9	0.8	-2	-3	2	-5	-5
COCCn1c(=N)c(S(=O)(=O)c2ccc(F)cc2)cc2c(=O)n3ccccc3nc21	0	0	-37	0	1.2	2	-2	-75	-9	-65
CCN(CC)CCN(Cc1cc2ccc(C)c(C)c2[nH]c1=O)C(=S)NCc1ccco1	-4	5	3	-1	0.8	4	0	-5	4	-7
COc1ccc(/C=N/OC/C(O)=C(\C#N)c2nc3ccccc3[nH]2)cc1	7	9	-4	4	-0.5	-2	1	-1	3	-5
COc1ccc(Nc2nc3ccccc3nc2NS(=O)(=O)c2cccs2)c(OC)c1	-6	3	-8	-6	0.4	3	6	-3	-4	-21

The final 2 compounds of the section above are carried over, then new ones follow.
SMILES	DDE Tn6 FP inh	Tn7 DDE FP	PLCg1 inh	ASAP1 GAP inh	KLK7 zymogen act	UHRF1 binding	MBD2 DNA inh	ADAM17 inh	ARFGAP1 inh	PLCb3 inh
COc1ccc(/C=N/OC/C(O)=C(\C#N)c2nc3ccccc3[nH]2)cc1	7	9	-4	4	-0.5	-2	1	-1	3	-5
COc1ccc(Nc2nc3ccccc3nc2NS(=O)(=O)c2cccs2)c(OC)c1	-6	3	-8	-6	0.4	3	6	-3	-4	-21
Cc1cccc(OCc2nnc(SCC(=O)N(C(C)C)C(C)C)n2Cc2ccco2)c1C	4	6	1	3	0.6	12	4	-5	5	-2
COC(=O)C[C@@H]1CC[C@H]2[C@@H](COc3ccc(NC(=O)c4ccc(C(F)(F)F)cc4)cc3C(=O)N2C)O1	3	3	2	x	0.5	-1	-11	-1	x	4
Cc1c(NC(=O)C2Cc3ccccc3CN2C(=O)c2ccco2)c(=O)n(-c2ccccc2)n1C (stereo unspecified)	3	1	3	-10	0.0	1	-2	-2	4	4
CC(=O)Oc1ccc(-c2cccc(C(=O)NCCO)c2)cc1	-8	-9	3	19	0.4	1	1	0	6	0
COc1ccc(C(=O)N2CC3(CC(c4cccc(NC(=O)CC(c5ccccc5)c5ccccc5)c4)=NO3)C[C@H]2C(N)=O)cc1 (stereo partly specified)	2	4	0	-3	0.0	1	4	2	5	1
Cc1ccc(OCCOCCn2cnc3ccccc3c2=O)c([N+](=O)[O-])c1	0	-3	1	-4	0.0	-1	-6	0	6	1
COCCNC(=O)/C(C#N)=C/c1c(N2CCN(c3ccc(OC)cc3)CC2)nc2c(C)cccn2c1=O	1	2	-161	8	15*	-7	-1	-467	8	-215
CN(C)CCn1c2c(c(SCC(=O)Nc3ccc4c(c3)OCCO4)nc1=O)CCCC2	5	0	4	-1	-0.4	1	3	-4	-8	-2
CC1(C)CCc2c([nH]c3ccccc3c2=O)O1	1	10	3	-8	-0.2	-1	-3	1	-3	5
C#CCOCCOCCOCCNc1nc(N2CCN(C(=O)[C@H]([C@@H](C)CC)n3cc([C@@H](N)Cc4ccc(O)cc4)nn3)CC2)nc(N2CCN(C(=O)[C@H]([C@@H](C)CC)n3cc([C@@H](N)Cc4ccc(O)cc4)nn3)CC2)n1	4	-4	7	6	0.0	5	3	2	13	9
O=C(Nc1nc2ccccc2n1CCN1CCOCC1)c1ccc(COc2ccccc2Br)o1	3	-1	-11	22	-0.7	0	1	-3	5	-14
Cc1ccc(CSc2nnc(-c3cccs3)n2C)cc1	4	-1	1	14	0.2	-2	-1	-2	-2	3
O=C1CC(c2ccc(F)cc2)Cc2nc(N3CCN(c4ccccc4)CC3)ncc21 (stereo unspecified)	-9	-1	-1	10	0.6	-1	8	-3	-5	-1
O=C(CN(Cc1ccccc1Cl)C(=O)CN1C(=O)CSc2ccccc21)NC1CC1	2	-4	7	12	0.4	0	4	-1	13	4
COCCn1c(-c2ccc(OC(F)(F)C(F)C(F)(F)F)cc2)nc2c1c(=O)[nH]c(=O)n2CC(C)C (stereo unspecified)	1	5	-14	-6	-0.6	0	-7	-6	-6	-17
O=S(=O)(NOCc1ccc(Cl)cc1)c1ccc(Cl)cc1	3	-5	6	3	0.1	-3	-7	3	-5	-5
CCOc1ccc(-n2cnnn2)cc1S(=O)(=O)N1CCC(C)CC1C (stereo unspecified)	-1	9	1	13	0.3	4	-1	-2	8	2
CCC(C(=O)NC(C)(C)C)N(C(=O)Cn1nnc(-c2ccccc2F)n1)c1cnc2ccccc2c1 (stereo unspecified)	4	6	-5	1	-0.1	0	3	-5	11	-4
CCC(C(=O)NCc1cccnc1)n1nc(C)n2c(cc3occc32)c1=O (stereo unspecified)	-2	-5	-3	13	0.3	-1	-5	-6	4	-15
Oc1ccc(/C=C/c2ccc3cccc(O)c3n2)cc1Br	5	-5	i	14	-5.8	0	0	7	28*	i

7 compounds already listed, ordered by the number in PLCb3 inh, ascending.
SMILES	DDE Tn6 FP inh	Tn7 DDE FP	PLCg1 inh	ASAP1 GAP inh	KLK7 zymogen act	UHRF1 binding	MBD2 DNA inh	ADAM17 inh	ARFGAP1 inh	PLCb3 inh
COCCn1c(-c2ccc(OC(F)(F)C(F)C(F)(F)F)cc2)nc2c1c(=O)[nH]c(=O)n2CC(C)C (stereo unspecified)	1	5	-14	-6	-0.6	0	-7	-6	-6	-17
O=C(Nc1nc2ccccc2n1CCN1CCOCC1)c1ccc(COc2ccccc2Br)o1	3	-1	-11	22	-0.7	0	1	-3	5	-14
Cc1cccc(OCc2nnc(SCC(=O)N(C(C)C)C(C)C)n2Cc2ccco2)c1C	4	6	1	3	0.6	12	4	-5	5	-2
CC(=O)Oc1ccc(-c2cccc(C(=O)NCCO)c2)cc1	-8	-9	3	19	0.4	1	1	0	6	0
COc1ccc(C(=O)N2CC3(CC(c4cccc(NC(=O)CC(c5ccccc5)c5ccccc5)c4)=NO3)C[C@H]2C(N)=O)cc1 (stereo partly specified)	2	4	0	-3	0.0	1	4	2	5	1
O=C(CN(Cc1ccccc1Cl)C(=O)CN1C(=O)CSc2ccccc21)NC1CC1	2	-4	7	12	0.4	0	4	-1	13	4
CC1(C)CCc2c([nH]c3ccccc3c2=O)O1	1	10	3	-8	-0.2	-1	-3	1	-3	5
